# Tat transport: inhibitors of E. coli Tat protein transport. E. coli MC4100 TorA-mCherry Tat export, fluorescence. inhibition, % at 10 µM. 340,000 tested, 0.036% active;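 active = mean replicate inhibition at least 50% and at least half of replicates individually reaching 50%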;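 also: exported cargo escapes ClpAP degradation while cytoplasmic cargo is degraded and loses fluorescence; 0% = median of neutral control wells and 100% = median of NaSCN control wells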
# PKA-R2B activ: activates the human PKA-R2B holoenzyme complex; P22694+P31323; PKA-R2B holoenzyme dissociation, Cy5-IP20 fluorescence polarization; R2B truncated from residue 108, S112A mutant; 0% DMSO only, 100% 113 µM cGMP; activation, % at 11.4 µM; 340,000 tested, 0.079% active;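 active = activation above a cutoff set at the mean over all compounds plus 3 SD, cut at about 18% in these data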;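 also: higher means more holoenzyme dissociation and a rise in polarization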
# Target sequence (P31323 whole entry, looked up, other chains not shown, the tested form may be a part): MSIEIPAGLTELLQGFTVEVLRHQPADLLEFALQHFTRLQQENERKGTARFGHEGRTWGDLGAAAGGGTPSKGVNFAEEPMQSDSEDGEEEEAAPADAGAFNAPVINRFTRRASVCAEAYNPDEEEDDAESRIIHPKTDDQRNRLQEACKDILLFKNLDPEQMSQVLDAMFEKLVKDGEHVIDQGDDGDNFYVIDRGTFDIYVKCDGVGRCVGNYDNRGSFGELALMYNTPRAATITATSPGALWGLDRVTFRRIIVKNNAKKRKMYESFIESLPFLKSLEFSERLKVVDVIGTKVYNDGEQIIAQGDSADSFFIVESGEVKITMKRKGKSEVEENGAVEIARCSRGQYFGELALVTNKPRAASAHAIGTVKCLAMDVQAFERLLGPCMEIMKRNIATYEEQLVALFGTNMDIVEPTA
# HTR5A ag: activates human HTR5A in OPRM1-OPRD1 agonist counter-screen | P47898 | HTR5A agonist assay, luminescence, cell-based | activation, % at 9.3 µM | 340,000 tested, 0.61% active | AID 504692; in the data active = activation mostly above about 9.5%, no sharp cut-off; inactive = mostly below about 7.6%;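 also: 0% = cells with vehicle only and 100% = reference agonist; strong numbers were not always called active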
# HTR5A inv ctr: inverse agonist of human HTR5A in OPRM1-OPRD1 counter-screen; P47898; HTR5A cell line, luminescence, inverse agonism; inhibition, % at 9.3 µM; 340,000 tested, 0.083% active; AID 504634; in the data active = inhibition mostly above about 23%, no sharp cut-off; inactive = mostly below about 18%;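 also: 0% = cells with DMSO and 100% = no-cell wells with DMSO; some compounds called inactive have numbers as strong as hits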
# AddAB inh: less growth of phage-infected E. coli with AddAB; E. coli expressing H. pylori AddAB, absorbance growth; inhibition, % at 11.9 µM; 330,000 tested, 0.29% active; in the data active = inhibition above about 12%;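 also: 0% = vehicle wells of infected cells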
# PKA-R1A act: PKA-R1A complex activation | PKA-R1A dissociation, Cy5-IP20 fluorescence polarization; scaled: DMSO 0%, 113 µM cGMP 100% | P00514+P68181 | 340,000 tested, 0.083% active | activation, % at 11.4 µM;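 active = percent activation above the mean of all tested compounds plus 3 SD, cut at about 19% in these data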;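 also: higher means more PKAc released from R1A so a rise in polarization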
# CDK5 inh: inhibitors of human CDK5/p35 kinase; 330,000 tested, 0.01% active; inhibition, % at 10 µM; AID 488839; Recombinant CDK5/p35, ADP-Glo luminescence, 60 min;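 active = highest replicate inhibition of at least 50% and at least 75% of replicates reaching 50%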;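 also: plate controls were DMSO neutral control for no effect and GW8510 at 10 µM for full effect; many of its hits are not listed in these tables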
# phage Ecoli inh: E. coli growth loss with phage present; growth absorbance; inhibition, % at 11.9 µM; 360,000 tested, 0.26% active; AID 651602; in the data active = inhibition above about 11%
# Ecoli viability: reduces bacterial viability in AddAB counter-screen; E. coli V3065 growth, OD600 absorbance, 18 h; inhibition, % at 11.9 µM; 330,000 tested, 0.27% active; AID 449728;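 active = inhibition above the campaign's mean inhibition across all tested compounds plus 3 SD, cut at about 9.9% in these data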;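 also: uninfected addAB+ strain grown without phage in ampicillin broth; 0% = DMSO wells and 100% = ciprofloxacin 0.95 µg/ml wells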
# DAGLB inhibitor: diacylglycerol lipase beta (human) inhibition | Q8NCG7 | HEK293T DAGLB membrane lysate, EnzChek fluorogenic substrate | inhibition, % at 5.17 µM | 340,000 tested, 0.059% active; in the data active = inhibition above about 34%;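 also: 0% = enzyme with vehicle and 100% = wells lacking enzyme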
# Target sequence (Q8NCG7 whole entry, looked up): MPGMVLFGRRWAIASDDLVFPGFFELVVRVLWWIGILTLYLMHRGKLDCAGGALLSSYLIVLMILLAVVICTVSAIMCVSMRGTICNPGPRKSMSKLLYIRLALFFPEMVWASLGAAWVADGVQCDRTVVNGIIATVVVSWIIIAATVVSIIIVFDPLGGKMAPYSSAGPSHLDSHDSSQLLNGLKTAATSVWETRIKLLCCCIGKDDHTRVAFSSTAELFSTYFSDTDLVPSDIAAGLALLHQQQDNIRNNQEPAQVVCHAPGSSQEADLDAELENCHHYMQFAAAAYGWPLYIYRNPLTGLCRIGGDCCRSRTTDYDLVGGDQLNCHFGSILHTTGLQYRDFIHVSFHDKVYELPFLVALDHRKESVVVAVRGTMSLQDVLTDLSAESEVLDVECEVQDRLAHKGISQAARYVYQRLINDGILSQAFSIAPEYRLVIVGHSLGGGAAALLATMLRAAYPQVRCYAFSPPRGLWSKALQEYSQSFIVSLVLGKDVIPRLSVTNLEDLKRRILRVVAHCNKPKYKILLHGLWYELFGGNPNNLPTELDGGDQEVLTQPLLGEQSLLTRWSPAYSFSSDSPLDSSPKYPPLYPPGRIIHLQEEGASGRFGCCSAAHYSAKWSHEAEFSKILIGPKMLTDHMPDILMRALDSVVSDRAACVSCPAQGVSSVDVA
# Mot1-301 SUMO: blocks SUMOylation pathway, rescuing yeast Mot1-301 growth. growth rescue, % at 18.8 µM. S. cerevisiae Mot1-301 growth rescue, ATP luminescence, 38.5C; percent above DMSO median, 100 means doubled. 320,000 tested, 1% active. AID 2716;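 active = every valid replicate shows activation above 250% relative to neutral control wells; inactive = the rest, any valid replicate at or below 250%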;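 also: OY570 slx delta 5 strain wells were the positive control but not used for scaling; some compounds called inactive have numbers as strong as hits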
# * hit, by the source's call; · = not tested or not shown.
SMILES,Tat transport,PKA-R2B activ,HTR5A ag,HTR5A inv ctr,AddAB inh,PKA-R1A act,CDK5 inh,phage Ecoli inh,Ecoli viability,DAGLB inhibitor,Mot1-301 SUMO
C[C@H](CO)N1C[C@H](C)[C@H](CN(C)Cc2ccncc2)Oc2ccc(NC(=O)Nc3ccc(C(F)(F)F)cc3)cc2CC1=O,13,2,2,-21,-0.4,-12,0.6,0.2,-1.8,2,-3
O=S(=O)(c1cccc2nonc12)N1CCCCC1,-2,-12,-2,7,1.3,-6,1.4,1.2,-2.7,0,18
CCC(CC)C(=O)Nc1cccc(C(=O)Nc2nnc(C)s2)c1,-12,1,8,-19,-0.9,1,0.0,3.0,0.4,-1,-3
COc1ccc(NC(=O)CN(C)C(=O)C2(c3ccccc3)CCCC2)cc1,-3,4,6,-25,-1.1,-17,-0.7,1.9,1.5,-1,28
COc1ccc(/C=C2/SC(=S)N(CCCC(=O)Nc3ccc(O)cc3)C2=O)cc1OC,-2,-4,5,-12,0.3,-7,-1.0,1.6,-0.8,-3,84
COc1ccc(-c2cc(C(=O)N(C)CCc3ccc(OC)c(OC)c3)c3ccccc3n2)cc1,2,0,4,-19,·,6,1.4,0.6,·,-5,-2
Cc1cc(C)cc(NC(=O)c2oc3ccccc3c2COc2ccccc2)c1,0,-10,5,-37,2.2,4,0.0,2.0,0.8,-12,-7
O=[N+]([O-])c1cc([N+](=O)[O-])c(Oc2cccc3ccccc23)cc1NN1CCCCC1,-4,-4,5,14,·,-3,-0.3,1.7,·,-3,·
CCn1c(SCC(=O)N(C)c2c(N)n(Cc3ccccc3)c(=O)[nH]c2=O)nc2ccccc21,-3,9,0,-24,-0.5,9,0.1,3.2,-1.1,2,-11
COc1ccc(NC(=O)c2c(C)cc(=O)oc2C)c(OC)c1,2,6,-5,-7,2.3,-4,0.8,1.8,-0.5,-1,7
COc1ccc(CCNC(=O)CSc2nnc(Cc3cccn3C)n2C)cc1OC,6,0,5,9,-2.1,-10,-0.4,4.7,-3.2,1,281
Cc1cc(C)n2nc(C(=O)OCC(=O)N(C)CC(=O)Nc3ccc(F)cc3)nc2n1,2,3,1,8,1.6,-8,0.5,1.9,1.1,0,-13
O=c1[nH]c(CSc2nc3ccccc3s2)nc2ccccc12,2,-9,1,-2,-0.7,-14,-0.1,2.5,1.2,0,0
COCCNC(=O)c1ccc(CN2CCOCC2)cc1,1,6,5,2,0.6,-5,0.3,0.6,-1.4,-2,-13
COc1cc(CO)ccc1Oc1nnnn1-c1ccc(C(N)=O)cc1,-7,-4,0,-9,-1.4,9,0.4,1.8,-1.6,-2,0
N#C/C(=C/c1ccc(CNC(=O)C(=O)Nc2cc(Cl)cc(Cl)c2)o1)C(=O)NCc1cccnc1,-4,6,-4,-3,3.7,12,1.3,0.9,0.6,1,0
CN=C(C)/C(C(=O)OC)=C(/O)c1ccc(Cl)cc1Cl,-6,-7,0,0,-1.1,-2,-0.7,1.5,0.6,1,8
Cc1cc2c(OCC(O)CNCc3ccco3)cccc2[nH]1 (stereo not drawn),1,4,3,-11,2.7,1,-0.3,-1.4,-1.5,-12,144
COc1ccc(OC)c(S(=O)(=O)N2CCN(c3ccccc3OC)CC2)c1,-10,-8,2,-6,0.1,-9,0.8,-0.9,-1.3,-2,-2
Cc1cc(NC(=O)c2cnn3cccnc23)nn1CC(=O)Nc1cccnc1,-5,-4,4,-5,-0.4,-2,1.0,3.0,-2.6,1,4
COc1cc(C(=O)O/N=C2/C=C(C)C(=O)C=C2C)cc(OC)c1OC,-15,0,-2,10,1.9,1,-3.0,2.3,1.6,1,33
CCc1noc(C)c1C(=O)Nc1nc(-c2ccc(OC)c(OC)c2)cs1,-4,-2,5,9,0.3,-4,0.9,0.1,-0.6,2,10
Cc1ccc(NC(=O)OCc2ccccc2S(C)=O)cc1 (stereo not drawn),2,5,-2,6,3.3,9,0.9,0.9,0.6,1,-3
CCN(CC)CCCOc1ccc(C)cc1Br,-2,-2,-4,4,2.9,2,0.2,0.6,1.8,-2,5
COc1cccc(NC(=O)CSc2nnc(-c3ccoc3C)n2C)c1,-3,-12,3,6,3.0,-2,1.0,0.3,-0.9,-1,-14
CC1(C2(O)CCCCC2)NCCc2ccccc21 (stereo not drawn),-4,11,3,-8,·,-4,-0.8,2.7,·,-1,·
C/C(=N\OCc1ccc(C#N)cc1)c1ccc(S(=O)(=O)N(C)C)cc1,-6,-2,5,-18,2.6,4,-1.8,1.7,0.7,-6,-15
NC(=S)Nc1cccc(-c2n[nH]c(=S)o2)c1,9,4,-6,-11,1.3,-9,0.5,2.9,-0.2,0,9
Cc1cccc(C)c1-n1c(C)cc(/C=C2\C(=O)NN(c3ccccc3)C2=O)c1C,12,4,2,-30,0.3,3,0.1,2.2,0.9,12,-6
O=C(Nc1cccc(S(=O)(=O)NC2=NCCC2)c1)C1CCCCC1,-9,0,0,-1,2.0,2,-4.9,1.4,1.8,0,1
S=C(NCCC1=CCCCC1)Nc1ccccc1,5,9,-11,-3,5.0,0,-0.1,0.7,0.7,-4,348
N#CCSCC(=O)Nc1ccc(F)cc1,-3,-9,-3,-1,-0.9,10,-1.5,1.4,-2.5,1,0
CC(C)C[C@H](NC(=O)N1CC(=O)Nc2ccccc21)C(=O)N[C@H](Cc1c[nH]c2ccccc12)C(=O)O,-4,-9,-1,0,2.0,7,-2.4,1.1,-2.2,8,6
C=CCC1NS(=O)(=O)OC2CCCC12 (stereo not drawn),1,-3,6,-9,0.0,1,-1.5,1.4,-0.6,-4,-2
CCn1c(C)nc2cc(C(=O)N/N=C/c3ccc(OC)cc3)ccc21,-2,·,·,·,3.3,·,-0.2,3.9,-0.7,·,-7
COc1cc(/C=C2\CCC(C)C3=C(c4cc(OC)c(OC)c(OC)c4)C(C#N)=C(N)OC32)cc(OC)c1OC (stereo not drawn),6,-4,2,-9,·,9,-1.2,2.2,·,-14,·
C/C(N)=C(/C#N)C(=O)CSc1cc(C)c2ccccc2n1,3,-4,-1,3,2.7,-2,1.1,4.0,0.5,-1,-23
O=C(Nc1nc(-c2ccc3c(c2)Cc2ccccc2-3)cs1)c1ccccc1,-1,-16,4,23,2.0,-16,1.0,2.6,-0.2,-4,3
COc1ccc(NC(=O)CCC(=O)Nc2nnc(C(C)C)s2)cc1Cl,1,-2,12*,-32,1.7,5,-0.2,2.0,2.0,0,4
Cc1nn(C(C)C(=O)N2CCOCC2)c(C)c1[N+](=O)[O-] (stereo not drawn),5,-1,0,0,1.7,-10,-7.2,2.0,-0.2,1,356
O=C(NCc1ccco1)C1CCC(CNS(=O)(=O)c2cccc3cccnc23)CC1 (stereo not drawn),-2,-10,9,-26,3.3,-6,0.6,3.6,0.3,1,-17
COC(=O)CCC(=O)Nc1ccc(NC(C)=O)cc1,0,3,-2,-5,3.1,-8,-1.3,2.9,0.3,2,11
CN(NC(=O)CN1C(=O)c2ccccc2C1=O)C1=NS(=O)(=O)c2ccccc21,-1,1,-2,6,-1.8,-8,0.0,3.3,-0.8,0,-23
N#C/C(C(=O)N1CCOCC1)=C1\Nc2ccccc2S1,5,5,1,-17,3.6,-8,-1.2,3.2,1.3,1,14
COc1ccc(N(CC(=O)Nc2cccnc2)S(=O)(=O)c2ccccc2)cc1Cl,-11,-3,2,-16,0.0,-2,-1.0,3.4,0.2,0,35
COc1ccc(CCNC(=O)c2noc3c2CCCC3)cc1OC,-13,8,0,-10,1.8,-6,0.4,-1.2,-1.7,-1,-14
CN(C(=O)c1ccccc1C(=O)OCC(=O)NC(=O)NC(C)(C)C)C1CCCCC1,3,10,5,-15,0.2,-9,-3.5,2.0,1.6,2,-4
CC(=O)NC(c1ccc(C)cc1)c1cc(Cl)c2cccnc2c1O (stereo not drawn),-8,3,-1,4,·,6,0.1,21*,·,15,-3
CN(C)c1ccccc1-c1csc(N2CCC(C(N)=O)CC2)n1,10,0,6,-8,-0.9,-8,2.3,2.7,-2.1,1,16
COCCCNc1oc(-c2ccccc2F)nc1C#N,21,3,2,-4,2.5,5,-1.2,2.1,-1.9,-5,-38

# One compound at a time (already shown). Screens in order: Tat transport, PKA-R2B activ, HTR5A ag, HTR5A inv ctr, AddAB inh, PKA-R1A act, CDK5 inh, phage Ecoli inh, Ecoli viability, DAGLB inhibitor, Mot1-301 SUMO
# `COc1ccc(CCNC(=O)c2noc3c2CCCC3)cc1OC` is entered as -13, 8, 0, -10, 1.8, -6, 0.4, -1.2, -1.7, -1, -14
# `CN(C)c1ccccc1-c1csc(N2CCC(C(N)=O)CC2)n1` is entered as 10, 0, 6, -8, -0.9, -8, 2.3, 2.7, -2.1, 1, 16

# Next section:
SMILES,Tat transport,PKA-R2B activ,HTR5A ag,HTR5A inv ctr,AddAB inh,PKA-R1A act,CDK5 inh,phage Ecoli inh,Ecoli viability,DAGLB inhibitor,Mot1-301 SUMO
Cc1cccc(N2CN(Cc3cccnc3)CNC2=S)c1,-3,-7,0,0,-1.1,1,-0.4,2.7,-0.3,-1,-4
Cc1cccc(NC(=O)Cn2c(=O)oc3ccccc32)n1,-3,-11,2,-1,3.5,1,0.7,3.5,-0.3,1,6
COc1ccc2[nH]c(=O)c(CN(C(C)=O)C3CCCCC3)cc2c1,2,-6,4,-10,-0.1,-4,3.6,-1.6,-0.6,3,5
COc1ccc(NC(=O)CC(C)CC(=O)NCc2ccc(F)cc2)c(OC)c1 (stereo not drawn),-6,12,-1,5,2.2,-5,0.2,1.2,0.1,-1,-28
COc1ccccc1/C=N/NC(=S)Nc1cccnc1,-9,4,-3,8,1.7,-10,1.7,2.2,-0.2,2,-2
c1ccc(CSc2nncn2-c2ccccn2)cc1,2,6,-5,13,-3.6,-3,-0.5,0.8,-3.1,0,8
CCCCC1=CC2=C(c3ccco3)C(=O)C(C)(OC(=O)c3ccc(OC)cc3)C(=O)C2=CN1c1ccc(OC)cc1 (stereo not drawn),-5,-6,3,4,2.3,-2,0.2,3.0,0.0,10,3
C=CCSC1=C(C#N)C(c2ccccc2OC)CC(=O)N1 (stereo not drawn),0,0,-2,4,0.1,-9,2.0,0.8,-1.8,-1,-8
O=C(O)c1nn(-c2ccccc2)nc1-c1nn(-c2ccccc2)nc1C(=O)O,-9,-6,-2,4,3.1,-18,-2.1,3.2,1.0,2,-16
COc1ccc(/C=N/n2c(N)c(S(=O)(=O)c3cccs3)c3nc4ccccc4nc32)cc1OC,1,-7,-3,9,4.3,12,1.0,2.3,2.7,2,-7
CSc1ccccc1NC(=O)CN(Cc1ccccc1)S(C)(=O)=O,1,13,0,4,0.1,-2,-1.3,2.5,0.6,-3,287*
Cc1c([N+](=O)[O-])cc(S(=O)(=O)Nc2ccncc2)cc1[N+](=O)[O-],2,-8,-2,-9,-3.2,-8,-1.6,3.2,-0.2,0,72
CCN(CC)C(=O)c1nn(Cc2ccccc2)c(=O)c2ccccc12,-2,-2,-5,-30,·,-6,-0.7,-1.6,·,-1,-8
CCOC(=O)C1CCCN(C(=O)c2sc3nc(-c4ccccc4)cn3c2C)C1 (stereo not drawn),-14,3,-5,-5,0.9,-10,0.3,-0.1,0.7,-2,-6
O=C(NC(=S)Nc1ccccc1N1CCCCC1)c1ccccc1,4,-5,-3,8,-0.9,0,0.3,0.6,-1.1,-23,9

# Screens: PubChem BioAssay, several laboratories
